# hgDAF12 agonist: activates the H. glycines DAF-12 receptor ligand-binding domain. HEK293 GAL4-hgDAF12 UAS-luciferase reporter, agonist luminescence; normalized to butyrate control. activation, % at 6.8 µM. 370,000 compounds, 1.8% hits. AID 687014;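 active = activation above a cutoff set at the mean of all screened compounds plus 3 SD, cut at about 10% in these data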;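 note: 0% = DMSO wells and 100% = sodium butyrate wells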
# NR1D1 modulator: modulators of human Rev-erb alpha DNA binding; P20393; Rev-erbα–FITC-DNA binding, fluorescence polarization, 90 min; activity, % at 10 µM; 370,000 compounds, 0.79% hits; AID 1259318;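 active = activity above about 14%, limit read from the data; passing the limit was not always enough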;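 note: 0% = DMSO wells with 35 nM protein and 100% = DMSO wells with 750 nM protein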
# Target sequence (P20393 whole entry, looked up): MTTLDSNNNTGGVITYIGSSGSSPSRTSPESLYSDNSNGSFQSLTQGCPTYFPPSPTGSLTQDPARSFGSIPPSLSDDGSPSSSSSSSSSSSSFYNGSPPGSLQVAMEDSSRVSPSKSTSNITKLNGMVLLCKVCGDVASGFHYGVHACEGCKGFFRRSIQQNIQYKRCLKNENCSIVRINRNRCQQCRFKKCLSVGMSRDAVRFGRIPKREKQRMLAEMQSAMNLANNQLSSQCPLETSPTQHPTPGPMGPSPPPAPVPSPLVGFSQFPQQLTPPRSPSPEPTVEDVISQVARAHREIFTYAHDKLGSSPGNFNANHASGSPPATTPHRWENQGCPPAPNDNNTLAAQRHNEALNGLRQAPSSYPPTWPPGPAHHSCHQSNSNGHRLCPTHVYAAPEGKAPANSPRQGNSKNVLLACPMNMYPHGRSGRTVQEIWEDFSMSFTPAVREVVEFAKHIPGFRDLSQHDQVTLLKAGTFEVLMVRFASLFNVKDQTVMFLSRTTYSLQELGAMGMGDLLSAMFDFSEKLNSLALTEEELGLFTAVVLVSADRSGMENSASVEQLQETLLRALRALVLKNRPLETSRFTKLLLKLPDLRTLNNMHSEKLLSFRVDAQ
# PG9 Ab binder: binds the HIV-1 gp120 antibody PG9; AID 624416; inhibition, % at 6.7 µM; TR-FRET gp120-PG9 antibody binding; 360,000 compounds, 0.43% hits; in the data active = inhibition above about 8.5%
# SMARCA2 activ: activators of SMARCA2 function; MG213 cells, MMTV-luciferase reporter, dexamethasone, overnight; activation, % at 9.1 µM; AID 652017; 370,000 compounds, 1% hits; in the data active = activation above about 7.8%;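 note: 0% = vehicle wells and 100% = reference activator wells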
# HGIII-sPLA2 inh: Inhibits HGIII-sPLA2 liposome hydrolysis, primary screen. Q9NZ20. QFRET BODIPY PC-A2 liposome hydrolysis, fluorescence. inhibition, % at 12.2 µM. 370,000 compounds, 0.56% hits. AID 743126;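 active = inhibition above mean plus 3 SD of compounds lying within the high and low control bounds, cut at about 19% in these data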;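 note: 0% = median of test compound wells and 100% = no enzyme DMSO wells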
# Target sequence (Q9NZ20 whole entry, looked up): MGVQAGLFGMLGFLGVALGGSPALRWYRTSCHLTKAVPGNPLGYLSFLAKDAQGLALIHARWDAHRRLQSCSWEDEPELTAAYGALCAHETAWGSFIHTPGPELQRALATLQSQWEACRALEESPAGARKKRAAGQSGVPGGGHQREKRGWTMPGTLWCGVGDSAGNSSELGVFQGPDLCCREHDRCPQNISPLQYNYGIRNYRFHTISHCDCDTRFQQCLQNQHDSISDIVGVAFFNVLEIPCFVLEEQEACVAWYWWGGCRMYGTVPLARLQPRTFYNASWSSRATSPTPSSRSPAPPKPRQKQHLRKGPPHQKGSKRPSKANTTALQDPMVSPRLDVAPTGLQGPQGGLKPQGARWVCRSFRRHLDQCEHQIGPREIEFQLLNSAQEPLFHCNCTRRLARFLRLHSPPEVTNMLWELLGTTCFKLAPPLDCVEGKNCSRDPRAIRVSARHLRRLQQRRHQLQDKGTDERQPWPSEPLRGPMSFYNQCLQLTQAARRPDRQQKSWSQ
# DAX1 inh-1: DAX1 (NR0B1) inhibition, primary screen; AID 652010; inhibition, % at 6.8 µM; HEK293T StAR-luciferase reporter, SF-1/DAX-1 repression relief; 370,000 compounds, 1.1% hits;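 active = inhibition above the mean over all tested compounds plus 3 SD, cut at about 3.6% in these data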;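 note: 0% = DAX-1 cells with DMSO and 100% = cells lacking DAX-1 with DMSO; higher inhibition means more luminescence from relief of DAX-1 repression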
# FXN GAA850 act: activators of GAA850 frataxin (FXN) promoter | HEK293 lucGAA850 FXN promoter luciferase reporter, 24 h; percent of 10 µM SAHA response | activation, % at 6 µM | 360,000 compounds, 0.56% hits | AID 540364;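 active = activation above the average of all compounds screened plus 3 SD, cutoff fixed separately per campaign, cut at about 7.5% in these data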;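 note: 0% = DMSO wells and 100% = 10 µM SAHA wells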
# hcDAF-12 act: activators of H. contortus DAF-12 nuclear receptor; HEK293 hcDAF-12 lit1-tk-luc reporter, luminescence; 0% DMSO, 100% Δ7-dafachronic acid; activation, % at 6.8 µM; 370,000 compounds, 1.4% hits;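 active = activation above the mean of all tested compounds plus 3 SD, cut at about 5.5% in these data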;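 note: 100% = response to 3 µM Δ7-dafachronic acid high control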
# ssDAF-12 act: activates DAF-12 receptor from parasite S. stercoralis. HEK293 ssDAF-12/GRIP1 lit1-tk-luc reporter, luminescence; % of 3 µM dafachronic acid response. activation, % at 6.8 µM. 370,000 compounds, 1% hits;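 active = activation above the mean over all tested compounds plus 3 SD, cut at about 0.9% in these data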;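 note: 0% = DMSO-only wells and 100% = 3 µM delta7-dafachronic acid wells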
# PLCb3 inh: blocks human PLC-beta3 enzyme activity; Q01970; Purified PLC-beta3, fluorogenic substrate, fluorescence; inhibition, % at 12.2 µM; 370,000 compounds, 0.18% hits; AID 720704; in the data active = inhibition above about 11%;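 note: 0% = median of compound wells on plate and 100% = full blocker control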
# DAX1 inh-2: inhibitors of human orphan nuclear receptor DAX1 (NR0B1); P51843; HEK293 Gal4-DAX1 luciferase reporter, luminescence; inhibition, % at 6.75 µM; 340,000 compounds, 0.99% hits; AID 504766;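 active = inhibition above the mean over all tested compounds plus 3 SD, cut at about 4.2% in these data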;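 note: 0% = DAX1-transfected cells with DMSO and 100% = empty-vector control cells with DMSO; inhibition shows as a rise in luminescence from relieved DAX1 repression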
# * marks the source's active call; other numbers are inactive results; i = inactive; nt = no result given.
SMILES,hgDAF12 agonist,NR1D1 modulator,PG9 Ab binder,SMARCA2 activ,HGIII-sPLA2 inh,DAX1 inh-1,FXN GAA850 act,hcDAF-12 act,ssDAF-12 act,PLCb3 inh,DAX1 inh-2
CC1=NN(C(N)=S)C(=O)C1N=Nc1cccc([N+](=O)[O-])c1 (stereo not drawn),-1.0,9.9,-0.8,0.2,5.0,-0.1,2.9,0.1,-0.1,-8.8,6.8*
CCOC(=O)c1ccc(Nc2nc(C)cc(C)n2)cc1,3.9,9.1,0.8,-2.7,3.6,-0.1,2.1,-1.4,-0.9,-6.0,0.0
O=C(C1CCN(C2CC(=O)N(Cc3ccccc3)C2=O)CC1)N1CCCCCC1 (stereo not drawn),-2.4,-1.6,-1.4,1.1,-3.2,0.3,1.4,0.6,-1.3,1.1,-0.7
CCCNC(=O)CC1C(=O)N(Cc2ccccc2)C(C)c2nc3ccccc3n21 (stereo not drawn),-3.9,-0.7,0.6,-0.5,3.8,0.7,-1.1,-0.8,-1.0,3.0,0.9
CCN(CC)C(=O)Cn1cnc2ccccc2c1=O,1.1,-5.3,-0.4,3.7,3.8,-0.2,1.7,-1.5,-0.9,2.7,1.6
Cc1cc2occ(CC(=O)N(C)CC(=O)Nc3cccc(F)c3)c2cc1C,-1.4,3.2,-1.9,-1.6,-26.6,1.1,3.0,-1.0,-1.4,-8.7,0.7
Cc1ccc(C(=O)Nc2ccc(N3CCN(C(=O)c4cccs4)CC3)cc2)c(Cl)c1,-2.5,4.5,-2.0,-1.9,-1.6,-0.7,-0.3,-3.4,-1.7,2.0,-1.4
COC(=O)c1ccc(Cn2c(C)c(C(=O)NCc3cccc([N+](=O)[O-])c3)sc2=O)o1,-3.5,-0.8,-2.6,-0.5,14.8,-0.4,0.6,-2.0,-0.5,-1.4,nt
CCCCCCCCNS(=O)(=O)CC1NCc2ccc(C)cc21 (stereo not drawn),1.8,4.3,nt,0.1,-6.0,0.4,nt,1.3,-1.5,-4.7,nt
O=C(NC(=O)c1ccc(Cl)cc1)Nc1cc(N2CCCCC2)ncn1,2.4,-10.6,-3.9,-0.1,3.1,-0.4,0.5,-1.4,-1.1,4.2,2.2
COCCNC(=S)NC1CC2CCC(C1)N2Cc1ccccc1 (stereo not drawn),-1.5,-4.0,-0.1,-1.4,11.9,0.5,1.8,-1.9,-1.1,2.1,-0.2
COc1ccc(NC(=O)CSc2nnc(Cn3cnc([N+](=O)[O-])n3)n2C)cc1,-2.0,2.5,-2.6,11.2*,-6.6,-0.6,1.9,-0.7,-0.5,6.3,1.3
CCOC(=O)C1=C(C)N(CCCC(=O)O)C(=O)NC1c1ccccc1Cl (stereo not drawn),-1.0,0.9,0.7,1.1,1.5,0.2,nt,-0.2,-1.5,3.7,nt
O=C(Nc1nc(-c2ccccc2)ns1)c1cccs1,6.9,-1.5,0.7,1.1,0.7,2.1,0.4,1.7,-0.6,-5.6,0.0
CC(=O)N(Cc1cc2c(C)cc(C)cc2[nH]c1=O)C1CCCCC1,-1.0,-4.9,1.3,-1.2,-7.4,0.4,0.8,-3.1,-0.9,-0.8,-1.1
COc1ccccc1NC(=O)CSc1n[nH]c(-c2cccnc2)n1,-0.8,-0.8,-0.9,-4.3,1.2,-0.2,-0.8,1.6,-1.1,-8.3,0.6
O=[N+]([O-])c1ccc(-c2nnc3cccc(Cl)n23)cc1,-0.5,-1.7,-2.3,-2.2,-2.5,-0.2,3.5,-3.0,-1.2,-0.9,-1.2
CC(=O)NC(c1ccco1)c1cc(Cl)c2ccccc2c1O (stereo not drawn),0.0,0.9,-0.9,0.3,-0.3,0.1,-0.1,1.8,-1.1,-55.7,1.3
Cc1ccc(O)c(NC(=O)c2ccco2)c1,7.2,-2.4,-1.2,3.4,5.0,1.4,2.8,2.8,-0.2,2.8,2.4
Cn1c(SCC(=O)NCC2CCCO2)nc2c(c1=O)SCC2 (stereo not drawn),-0.2,-0.4,-0.9,-1.4,6.6,-1.0,1.2,-0.4,-1.2,-6.0,0.5
CCN1CCN(C(=O)c2cc3c(=O)n4ccccc4nc3s2)CC1,0.0,1.0,-2.4,7.2,-1.0,0.7,2.8,3.1,-0.2,i,-0.5
Nc1cccc(NC(=O)c2cccs2)c1,3.9,1.7,-1.1,-1.5,1.1,-0.2,2.7,4.0,0.2,-1.6,2.6
CC/C(=N/NC(=O)c1ccc(Br)cc1)c1ccc(OCCN2CCOCC2)cc1,4.3,0.2,-0.7,-1.5,20.7*,0.5,0.9,-1.3,-0.2,-9.8,-0.7
CSc1ccc(CNCc2ccc3c(c2)OCO3)cc1,-0.2,3.3,-0.4,-0.7,-10.3,-0.5,1.7,-0.9,-1.4,-5.2,-0.7
C(=N\Nc1nc(-c2cccnc2)nc2ccccc12)/c1ccccc1,1.4,2.3,-0.4,5.2,2.7,-0.5,1.6,2.9,-1.8,-30.3,nt
COc1cccc(N2C(=NC(=O)c3ccccc3)SC3CS(=O)(=O)CC32)c1 (stereo not drawn),0.2,8.7,11.2*,-1.3,2.6,0.0,0.3,-0.3,-1.0,-0.7,0.4
COc1ccccc1CNC(=O)CN(C)CC(=O)Nc1cccc(F)c1,-0.4,6.3,1.3,0.3,-7.2,-0.9,-2.9,-1.0,-0.7,3.9,-1.6
NNC(=O)/C(=C/c1cccs1)NC(=O)c1ccccc1Cl,-0.4,-4.6,0.4,-2.5,-11.6,0.4,-2.5,-0.9,-1.9,-7.7,-1.2
O=C(NN=C1CCCCCC1)c1cc(-c2ccccc2)nc2ccccc12,1.6,1.6,1.1,-2.6,-1.3,-0.5,1.1,-1.8,-1.5,-2.1,-0.9
CCc1nnc(NC(=O)CSc2nnc(COc3ccccc3)n2-c2ccc(C)cc2)s1,-0.6,3.4,-3.3,-4.2,11.2,-1.0,1.5,-1.0,-1.5,7.0,-0.3
O=C(Nc1ccnc(-c2cccnc2)n1)c1cccc(Cl)c1Cl,-0.9,-6.1,-0.6,1.0,2.4,-0.9,1.1,-1.0,-1.7,4.8,0.0
CCN(CC)N=Nc1ccc(S(=O)(=O)N2CCSC2C(=O)O)cc1 (stereo not drawn),5.6,4.6,-2.0,-0.1,-2.8,1.0,1.8,-1.1,-1.8,0.9,0.4
Cc1nc(N2CCN(C(=O)CCC(=O)O)CC2)c2c(C)c(C)sc2n1,0.4,1.1,-1.3,-0.5,0.7,0.2,1.6,-1.2,-1.5,-0.8,1.4
Cc1cccc(NC(=O)CNC(=O)c2cccc(S(=O)(=O)NCc3cccs3)c2)c1C,-5.3,-6.8,-1.0,-1.6,-12.7,-0.3,-2.4,-1.5,-0.8,-3.6,-0.4
CNc1cc(-c2ccc(O)cc2C)ncn1,4.6,-2.2,0.1,-1.0,-0.8,-0.2,1.1,0.3,-0.6,1.8,nt
Cc1ccnn1CCC(=O)O,-0.5,-2.9,-0.9,-1.4,-0.2,-0.1,-1.4,1.1,-0.8,2.1,0.1
O=C(CC(=O)N/N=C/c1cccs1)NCc1ccccc1,-3.9,3.9,-1.7,-2.3,6.5,0.3,1.2,-0.4,-1.5,-0.5,0.5
CCCCc1nc2sc3c(=O)n(N)cnc3c2c2c1CCC2,1.1,-3.0,-0.2,-2.1,0.4,-0.1,1.9,-0.3,-1.6,1.1,1.5
CCCCCN1CN(S(=O)(=O)c2cccs2)c2nc3ccccc3nc21,-0.6,-1.4,3.1,-2.4,1.0,-0.6,2.4,0.1,-2.0,-15.5,-0.5
CC(C)CNC(=O)COC(=O)c1cncc(Br)c1,-0.3,-0.6,0.9,0.5,1.2,0.0,-3.4,-2.6,-1.7,-2.2,-1.2
O=[N+]([O-])c1ccc(CN2CCN(c3ccc4ccccc4n3)CC2)cc1,-0.5,-0.8,-3.0,-3.6,0.6,-1.7,1.3,-1.8,-1.9,-1.9,1.3
O=C(c1cccc(NS(=O)(=O)c2ccc(F)cc2)c1)N1CCN(c2ccccc2)CC1,0.3,-1.9,-0.7,0.0,-23.2,2.5,-0.5,-0.7,-0.8,-5.8,-2.1
O=C1CC(c2ccc(F)cc2)CC2=C1C(c1ccc([N+](=O)[O-])o1)Nc1ccccc1N2 (stereo not drawn),0.4,-2.8,-1.1,-0.4,-0.3,-0.5,0.1,0.7,0.0,-7.4,-0.6
CCCOc1cccc(C(=O)Nc2ccc(CN3CCOCC3)cc2)c1,-1.2,-2.8,-0.6,-2.3,-6.5,-0.4,-1.4,-1.2,-1.2,-2.7,-1.2
COC(=O)c1ccc(CO/N=C/c2ccc(OC)cc2OC)cc1,1.4,-2.8,0.4,-0.2,-7.5,0.3,-0.7,-3.6,-1.4,-3.8,-0.9
Cc1cccn2c(=O)c3cc(C#N)c(=NC(=O)c4cccnc4)n(CC4CCCO4)c3nc12 (stereo not drawn),0.4,-20.1,-0.7,-1.1,6.1,0.5,3.9,-0.3,-0.7,-250.8,0.3
O=[N+]([O-])c1ccc(Nc2cccc(F)c2)nc1,4.0,-2.5,-0.4,1.8,-8.3,-0.9,0.9,-1.1,-1.8,-12.3,0.1
CCn1nccc1C(=O)Nc1cc(Cl)cc(Cl)c1,1.6,5.5,-0.2,-0.9,-7.9,-0.6,4.3,-1.6,-1.1,0.6,0.5
CC(=O)C[C@H](O)CC(=O)[C@H]1OC(=O)[C@H](C)C/C=C\Cc2ccccc21,-0.2,-1.6,0.4,0.4,-1.1,-0.1,-0.1,-0.9,-1.5,-6.0,-0.4
CC(=O)N1c2ccc(S(=O)(=O)N3CCCCC3)cc2CC1C (stereo not drawn),-1.6,2.3,-0.6,3.2,1.7,-0.5,2.6,-1.1,-1.1,-3.9,0.2
CCN(CC)c1nc(N)n(CCSC(=S)N(C)C)c(=O)n1,1.5,-3.1,0.4,-1.5,1.0,0.4,1.9,-0.7,-0.9,-4.2,0.0
O=C1c2ccccc2C(O)(Cc2ccccc2)N1C1CCCCC1 (stereo not drawn),-0.2,-0.4,0.5,1.2,-0.6,-0.7,nt,-0.7,-0.8,-2.1,nt
Cc1ccc(S(=O)(=O)NCCC(=O)NC2CCN(Cc3ccccc3)CC2)cc1,-3.9,-0.2,2.6,-1.7,-6.1,-1.1,-2.5,-1.3,-0.8,-7.7,0.1
CCn1c(=O)cc(OCC(=O)NC2CC2)c2ccccc21,0.3,4.3,-1.8,4.0,2.2,0.8,1.9,1.5,-0.6,-7.1,1.1
O=C(Nc1ccc(F)cc1)OCCN1CCCC12CCC(c1ccccc1)CC2 (stereo not drawn),-0.7,4.0,nt,nt,-4.4,nt,nt,-1.3,-1.6,-4.4,nt

# Exported with each value named: entries from further up.
CCN(CC)c1nc(N)n(CCSC(=S)N(C)C)c(=O)n1
  hgDAF12 agonist: 1.5	NR1D1 modulator: -3.1	PG9 Ab binder: 0.4	SMARCA2 activ: -1.5	HGIII-sPLA2 inh: 1.0	DAX1 inh-1: 0.4	FXN GAA850 act: 1.9	hcDAF-12 act: -0.7	ssDAF-12 act: -0.9	PLCb3 inh: -4.2	DAX1 inh-2: 0.0
O=C1c2ccccc2C(O)(Cc2ccccc2)N1C1CCCCC1 (stereo not drawn)
  hgDAF12 agonist: -0.2	NR1D1 modulator: -0.4	PG9 Ab binder: 0.5	SMARCA2 activ: 1.2	HGIII-sPLA2 inh: -0.6	DAX1 inh-1: -0.7	FXN GAA850 act: nt	hcDAF-12 act: -0.7	ssDAF-12 act: -0.8	PLCb3 inh: -2.1	DAX1 inh-2: nt

# High-throughput results: PubChem, several laboratories
